# ELG1 repair inh = inhibitors of ELG1-dependent DNA repair in HEK293T cells. 330,000 tested, 2.3% active. AID 504467. Potency, µM (top dose mostly 46.1 µM), for inactives: at the top dose activity change, negative = inhibition, actives largely listed as inhibitors. HEK293T ELG1-luciferase reporter, luminescence, 16 h; DNA damage induced by 5-fluorouridine; further: potency means the concentration at half of the fitted maximal effect; on the % scale 0 is the no-effect control and ±100 the full control effect; nearly all actives have a fitted effect of over 55% in size
#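 Reporter activity after DNA damage by 5-fluorouridine is monitored. Compound-treated cells incubate 16 hr at 37 °C, then ONE-Glo is added for 30 min before luminescence reading.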
# B2AR arrestin = recruits beta-arrestin to the human beta2-adrenergic receptor; P07550; beta-arrestin recruitment to beta2AR, cell-based reporter; Potency, µM (top dose mostly 46.1 µM), without a hit: top-dose activation, usual class: activators; 330,000 tested, 0.02% active; AID 492947;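 further: potency means the concentration at half of the fitted maximal effect; 0% = DMSO controls and full agonism = EC100 isoproterenol or metaproterenol; nearly all actives have a fitted effect of over 65% in size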
# Target sequence (P07550 whole entry, looked up): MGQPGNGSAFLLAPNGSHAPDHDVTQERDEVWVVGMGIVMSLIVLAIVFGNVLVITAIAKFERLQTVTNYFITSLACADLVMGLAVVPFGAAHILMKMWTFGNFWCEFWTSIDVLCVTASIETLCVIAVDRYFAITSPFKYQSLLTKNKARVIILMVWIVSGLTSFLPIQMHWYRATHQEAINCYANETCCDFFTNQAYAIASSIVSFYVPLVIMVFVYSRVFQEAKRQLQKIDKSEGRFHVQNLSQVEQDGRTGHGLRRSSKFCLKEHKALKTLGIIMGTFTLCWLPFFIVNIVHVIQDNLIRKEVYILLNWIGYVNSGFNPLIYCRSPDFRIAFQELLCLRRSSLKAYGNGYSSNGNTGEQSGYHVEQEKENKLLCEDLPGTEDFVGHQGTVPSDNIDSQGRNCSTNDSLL
# CXXC DNA block = blocks binding of human MLL CXXC domain to DNA; Q03164; MLL-CXXC / FITC-HOXA9 DNA fluorescence polarization; Potency, µM (doses to about 115 µM), for inactives: at the highest dose activity change, negative = inhibition, actives largely listed as inhibitors; 290,000 tested, 0.037% active; AID 2662; active means well fitted inhibition curve with a large enough effect in the polarisation, with a control signal flat, not every such curve was filed as active; inconclusive means small, poorly fitted or top-dose-only effect, or effect the other way, or a change in a side signal; inactive means no such curve, though single readings can be large or run the other way; the % refers to the polarisation; further: potency means the concentration at half of the fitted maximal effect
#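 Steps: dispense CXXC domain solution (7 uM) → pin compounds or unlabeled HOX-A9 DNA control → 5 min ambient → add FLSN-HOX-A9 solution (50 nM) → spin → 30 min ambient → fluorescence polarization. Tris pH 7.5/NaCl/DTT/BSA buffer.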
# p53 reactivation = mutant p53 re-activation in reporter cells | H1299 p53-A138V BP100-luciferase reporter, luminescence, 24 h | Potency, µM (top dose mostly 92.2 µM), without a hit: at the highest dose activity change, positive = activation, most hits filed as activators | 320,000 tested, 0.063% active; further: potency means the concentration at half of the fitted maximal effect; % of control where 0% means no effect; nearly all actives have a fitted effect of over 45% in size
#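 p53-null H1299 cells stably carrying temperature-sensitive p53-A138V and a BP100-luciferase reporter were pinned with compounds (4-point, 1:5 series) and held 24 hrs at 37 deg C. Luminescence was read 10 min after detection reagent.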
# BRCA1 expr act = BRCA1 expression activation. 380,000 tested, 1.1% active. MCF7-BRCA1-FFLuc reporter, luminescence, 48 h; response scale: scaled: vehicle 0%, 10 µM genistein 100%. Potency, µM (doses to about 46.1 µM), inactives show top-dose activation, usual class: activators; further: potency means the concentration at half of the fitted maximal effect; nearly all actives have a fitted effect of over 80% in size; some results filed as inactive show a strong effect at the top dose
#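 Luminescence from a BRCA1-driven firefly luciferase in MCF7 cells was read after 48 h compound exposure at 37 C. Data normalized against DMSO and a 10microM genistein activation control, then curve-fitted across the titration.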
# A-T KAP1 phos = potential ataxia-telangiectasia treatments restoring KAP-1 phosphorylation; Potency, µM (titrated, usually from 57.5 µM), for inactives: at the highest dose activation, actives largely listed as activators; […] A-T fibroblasts, KAP-1 phosphorylation AlphaLISA; neocarzinostatin DNA damage 30 min before lysis; 320,000 tested, 0.19% active; further: potency means the concentration at half of the fitted maximal effect; % of control where 0% means no effect; nearly all actives have a fitted effect of over 45% in size
#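 ATM-like activity read as KAP-1 phosphorylation via AlphaLISA donor/acceptor antibody pairs after lysis and 6 hr at 25C. Cells were ATM-null patient fibroblasts ([…], hTERT), dosed 60 min, then exposed to the DSB inducer NCS for 30 min.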
# TSG101-PTAP inh = blocks PTAP/TSG101 interaction to inhibit HIV-1 budding | Q99816 | Fluorescence polarization, FITC-PTAP peptide / Tsg101 binding | Potency, µM (highest dose often 115 µM), for the others: at the highest dose activity change, negative = inhibition, usual class: inhibitors | 340,000 tested, under 10 active | AID 493005; active means well fitted inhibition curve with a large enough effect in the main read-out, with a control signal flat, not every such curve was filed as active; inconclusive means small, poorly fitted or top-dose-only effect, or effect the other way, or a change in a side signal; inactive means no such curve, though single readings can be large or run the other way; further: potency means the concentration at half of the fitted maximal effect; % of control where 0% means no effect
# Target sequence (Q99816 whole entry, looked up): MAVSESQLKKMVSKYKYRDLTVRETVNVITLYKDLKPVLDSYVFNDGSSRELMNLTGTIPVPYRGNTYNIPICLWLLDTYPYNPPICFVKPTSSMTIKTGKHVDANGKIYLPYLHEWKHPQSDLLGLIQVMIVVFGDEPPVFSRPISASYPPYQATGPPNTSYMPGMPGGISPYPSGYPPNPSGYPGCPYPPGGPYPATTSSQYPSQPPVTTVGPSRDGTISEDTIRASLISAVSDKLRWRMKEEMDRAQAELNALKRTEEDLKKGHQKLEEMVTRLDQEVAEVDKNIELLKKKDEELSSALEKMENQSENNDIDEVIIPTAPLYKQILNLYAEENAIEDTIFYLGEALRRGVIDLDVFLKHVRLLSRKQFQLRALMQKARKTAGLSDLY
#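 Tsg101 binding domain (10 uM final) was mixed with compound and a FITC-labeled PTAP peptide (50 nM final) in HEPES pH 7.5 buffer with NaCl, Tween 20, EDTA and TCEP; fluorescence polarization was read after 20 min at r.t.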
# TCR act = activates T cell receptor signaling; primary human leukocytes, anti-CD3, IL-2 HTRF, 48 h; Potency, µM (series often up to 9.22 µM), for inactives: at the top dose activation of IL-2 secretion, most hits filed as activators; 330,000 tested, under 10 active; AID 504894; further: % of control where 0% means no effect
#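 Primary human leukocytes were stimulated with a-CD3 beads plus compounds for 48 hr without co-stimulation; secreted IL-2 was quantified by HTRF using a-IL-2-K (europium cryptate) and a-IL-2-d2, excited at 320nm with acceptor emission read at 665nm.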
# TRPV1 agonist = human TRPV1 agonism; Q8NER1; TRPV1-expressing cells, Fluo-8 calcium influx, agonist mode; activation, % at 8.33 µM; 320,000 tested, 0.19% active; in the data active means activation above about 80%; inconclusive means between about 30% and that limit; further: 0% is about no effect
#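 TRPV1-expressing cells were cultured overnight at 35.5C and loaded with Fluo-8 calcium dye for 40 to 90 min at room temperature. After a 10 s baseline, compound was added and calcium influx was read kinetically for 3 min (ex 480/em 520 nm).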
# a7 integrin act = activates integrin-mediated alleviation for muscular dystrophy. 350,000 tested, 0.064% active. Potency, µM (top dose mostly 38.3 µM), inactives show at the top dose activation, usual class: activators. alpha7betagal myoblasts, beta-gal FDG fluorescence, 48 h;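 further: potency means the concentration at half of the fitted maximal effect; 100% = response of the positive control SU9516; nearly all actives have a fitted effect of over 60% in size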
#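 Alpha7betagal+/- myoblasts (passage 13) were plated 16-24 hr, then exposed to compounds (1:260 dilution of DMSO stock) for 48 hours at 37C. After MPER lysis, β-galactosidase reporter activity was read as FDG fluorescence (ex 480/em 540) after 30 minutes.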
# The depositor's hits bear a star; ? = inconclusive; . = no result given; [ ] = another dose, or the depositor's remark. Unless noted, the call rests on the fitted dose curve; in most records, active means well fitted curve in the direction sought with a large enough effect; inconclusive means small, poorly fitted or top-dose-only effect, or another doubt; inactive means no such curve, though single readings can be large; an effect the other way counts as inactive or inconclusive.
SMILES	TRPV1 agonist	BRCA1 expr act	p53 reactivation	A-T KAP1 phos	ELG1 repair inh	B2AR arrestin	TSG101-PTAP inh	TCR act	a7 integrin act	CXXC DNA block
O=C(CCCn1c(=O)c2sccc2n(Cc2ccc(F)cc2)c1=O)NCc1ccco1	2	-91%[inhibitor]	-12%	-5%	21µM*	0.1%	-10%	.	-26%[7.66 µM]	5%
Cc1ccc(C)c(OCCC(=O)NNC(=O)Cn2nc(C)cc2C)c1	-1	-19%	1%	9%	1%	0.0%	1%	1%	-7%	.
C[N+]1(CCCOC(=O)C2(c3ccccc3)CCCC2)CCOCC1	2	-3%	-7%	1%	-3%	-0.2%	-2%	-3%[46.1 µM]	27%	10%
Cc1cccc(Oc2ncnc3onc(C)c23)c1C	-2	14%	-5%	1%	1%	0.1%	-3%	3%	6%	-3%
CCN(CC)C(=O)c1ccc(Nc2nnc(-c3ccc(O)cc3)c3ccccc23)cc1	-11	-18%	15%	-2%	16µM*	-0.6%	-1%	4%	-12%	6%
O=C(CSc1nc2cc(Cl)ccc2o1)NC1CC1	.	50%	-3%	-6%	22%	0.1%	-1%	-4%	23%	.
COc1ccc(-n2c(SCC(=O)NCC3CCCO3)nc3c(c2=O)SCC3)cc1 (stereo unspecified)	-5	-2%	2%	8%	?	-0.3%	5%	8%	24%	13%
CCC(=O)Nc1c(-c2ccc3ccccc3c2)nc2ccccn12	-1	46%	6%	15%	?	-0.5%	-1%	-3%	32%	12%
CC(C)C1NC(=S)N(Cc2ccccc2)C1=O (stereo unspecified)	7	3%	-2%	3%	-18%	-0.5%	-5%	2%	17%	0%
Cc1ccc(C(=O)Nc2cnc3ccccn3c2=O)cc1	?	82%	23%	2%	?	0.5%	-2%	-3%	0%	4%
CN(C)S(=O)(=O)c1ccc(C(=O)Nc2ccccc2C(=O)NCCCN2CCOCC2)cc1	2	-4%	-3%	7%	9%	0.2%	-6%	-1%	12%	.
Cc1ccc(C(=O)N/C(=C\c2cccnc2)C(=O)N2CCCC2)cc1	2	-12%	1%	-4%	19%	-0.1%	-4%	0%	8%	6%
Cn1cc(Br)c(NC(=O)/C=C/C(=O)O)n1	-2	18%	-13%	-4%	-10%	0.0%	-2%	-4%	13%	14%
Cc1nc(COc2cc3oc(=O)cc(C)c3cc2Cl)cs1	4	4%	5%	0%	16%	-0.8%	-3%	2%	1%	2%
CCc1ccc(OCC(=O)NNC(=O)Cc2ccc(S(=O)(=O)N3CCOCC3)s2)cc1	4	-1%	3%	-1%	3%	0.0%	0%	3%	-26%	.
CCCCCn1nc(C(=O)OCC(=O)c2c(N)n(C)c(=O)n(C)c2=O)c2ccccc2c1=O	11	-25%	-6%	-5%	?	-0.3%	-4%	-2%	3%	9%
Cc1cc(NC(=O)COC(=O)c2c(C)c(C)c(C)c(C)c2C)no1	.	-25%	-10%	-7%	?	0.1%	-1%	-4%	-7%	.
S=C(NCCc1ccccc1)NC1CC1	5	14%	23%	-10%	17%	-2.2%	-1%	1%[46.1 µM]	5%	-4%
Cc1ccc(NC(=O)CSc2nnc(C)c(=O)[nH]2)cc1C	13	15%	2%	2%	12%	0.1%	-1%	-1%	-13%	3%
CCN(c1nc(C)cc(OC)n1)S(=O)(=O)c1ccccc1	9	-2%	-3%	4%	12%	0.2%	0%	-6%	-15%	2%
O=C(Nc1ccc(Cl)c(Cl)c1)c1ccncc1	?	55%	18%	-2%	?	-0.3%	-4%	-9%	18%	0%
O=C(CSC1=NCCS1)Nc1ccc(S(=O)(=O)NC2CCCCC2)cc1	2	10%	3%	1%	0%	-0.9%	-1%	9%	6%	0%
Cc1nnc(SCC(=O)N2CCc3ccccc3C2)s1	-2	27%	8%	2%	1%	-2.3%	-5%	-4%	7%	1%
CN(Cc1ccon1)C(=O)CC1C(=O)NCCN1CC1CCCCC1 (stereo unspecified)	2	5%	-3%	11%[11.5 µM]	12%	-0.8%	0%	2%	2%	0%
CC1=NN(Cc2ccccc2)C(=O)/C1=C\c1ccc(N(C)C)cc1	?	6%	?	-2%	16%	0.1%	-1%	1%	6%	0%
COc1ccc2[nH]cc(/C=C/c3cc[n+](C)cc3)c2c1	-7	-68%	0%	6%	-9%	-0.3%	?	9%	3%	153%[activator]
CCOC(=O)N1C(=O)[C@@](c2ccc(Cl)cc2)(C(C)C)N1C(=O)OCC	28	-43%	.	20µM*	?	0.1%	-3%	11%	-22%	10%
COc1ccc(NC(=S)N(CCN(C)C)Cc2cccs2)cc1	0	-7%	3%	1%	-7%	0.0%	-1%	-1%	11%	2%
CC(CNC(=O)c1cc(COc2ccc3ncccc3c2)on1)c1ccccc1 (stereo unspecified)	?	-50%	-11%	-5%	10µM*	0.2%	-2%	-1%	0%	8%
O=C(c1ccc(N2CCN(C(=O)c3ccccc3Br)CC2)cc1)c1cccc(F)c1	-3	-38%	3%	8%	?	0.1%	0%	9%	-39%[inhibitor]	-15%
Fc1cccc(CCN2C(=S)NC[C@@H]2CC2CCCCC2)c1	4	-22%	8%	27%	-2%	-0.3%	0%	4%	-23%	-12%
CCn1cc(Cl)c(C(=O)NNC(=O)CCn2nc(C)c([N+](=O)[O-])c2C)n1	0	-14%	-8%	1%	0%	7.6%	-1%	1%[46.1 µM]	14%	10%
CCOc1ccc(N(CC(=O)NCc2ccccc2)C(=O)Cn2nnc(-c3ccc(C)o3)n2)cc1	0	-28%	-6%	4%	-19%	-0.3%	-6%	1%	0%	4%
COCCCNC(=S)N1CCN(c2nc(-c3cccc(OC)c3)cs2)CC1	7	-29%	-5%	10%	?	-0.4%	-5%	.	-59%[inhibitor]	3%
CCC(C)c1ccc(NC(=S)NC(C)C2CCCO2)cc1 (stereo unspecified)	?	38%	9%	6%	?	3.0%	-4%	6%	-6%	-2%
O=C(COc1ccccc1[N+](=O)[O-])OCC(=O)c1ccc(Br)s1	.	-19%	12%	16%	8%	-0.3%	2%	3%[46.1 µM]	-12%	.
CCN1C(=O)[C@H]2[C@@H](c3ccc(C)cc3)N3C(=O)N(c4ccccc4)C(=O)[C@@]3(Cc3ccccc3)[C@H]2C1=O	1	7%	.	-5%	-1%	-0.5%	-1%	9%	6%	5%
Clc1ccc(Nc2nc(N3CCOCC3)nc(N3CCOCC3)n2)cc1Cl	-6	-20%	5%	-3%	1.6µM*	-0.5%	-5%	5%	0%	8%
COc1ccc(NC2CCCN(C(=O)CCCN3CCCCC3=O)C2)cc1 (stereo unspecified)	-2	-1%	3%	3%	19%	0.3%	1%	5%	-26%	-11%
CN(C)c1ccc(S(=O)(=O)N2CCCCC2)cc1NC(=O)CCNC(=O)c1ccc(Cl)cc1	3	-30%	-5%	8%	2%	-1.2%	-2%	3%	-11%	.
CNC(=O)CSc1n[nH]c(-c2cc(Cl)ccc2OC)n1	0	-41%	-1%	2%	?	-0.4%	-6%	-2%	12%	-2%
COc1ccc(C(C(=O)NC2CCCC2)N(CCN(C)C)C(=O)c2snc(C(N)=O)c2N)cc1 (stereo unspecified)	0	1%	5%	8%	-3%	-0.3%	-6%	-8%	7%	-2%
Cc1ccc(S(=O)(=O)N(C)CC(=O)O/N=C(\N)c2ccc([N+](=O)[O-])cc2)cc1	-4	-19%	1%	.	-25%	0.0%	-1%	6%	-28%	-11%
Cc1onc(-c2ccccc2Cl)c1C(=O)NCc1ccccc1	10	-7%	-3%	-3%	-2%	0.0%	-8%	1%	7%	-2%
COc1cc(N/C(=N/S(=O)(=O)c2ccccc2)c2ccccc2)ncn1	2	72%	.	.	.	.	-10%	3%	3%	0%
CCO[C@@H]1OC(C(=O)N2CCN(Cc3ccccc3)CC2)=C[C@H](c2cn(C(C)=O)c3ccccc23)[C@H]1CCCO	2	-5%	-6%	-10%	-22%	0.1%	-5%	-1%	-5%	22%
O=C(Nc1ccc(S(=O)(=O)Nc2ncccn2)cc1)C12CC3CC(CC(C3)C1)C2	-1	-7%	-19%	9%	12%	0.3%	-1%	1%	-14%	23%
CC1CCc2c(C(=O)NCc3cccnc3)csc2C1 (stereo unspecified)	15	-7%	-9%	0%	?	0.0%	1%	5%[46.1 µM]	12%	20%
CCc1cccc2c(C(=O)CSc3nnc(-c4ccncc4)n3C)c[nH]c12	1	2%	-2%	-8%	-1%	-0.6%	0%	-8%	0%	1%
